RTF Ca sens act – cardiac RTF calcium sensitization; 340,000 tested, 0.24% active; IANBD-labeled TnC RTF fluorescence at EC20 calcium; 0% EC20 calcium, 100% full calcium; activation, % at 7.2 µM; P19429+P45379;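 active = activation above the mean over all tested compounds plus 3 SD, cut at about 30% in these data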;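 also: rise in fluorescence read as greater calcium sensitivity of cardiac thin filaments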
Keap1-Nrf2 PPI – disrupts human Keap1 binding to Nrf2 peptide | Q14145 | Keap1 Kelch-Nrf2 peptide fluorescence polarization, 1536-well | inhibition, % at 9.4 µM | 340,000 tested, 0.15% active | AID 504523; in the data active = inhibition above about 12%;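 also: human Keap1 Kelch domain with fluorescein labeled Nrf2 9mer peptide probe; 0% = neutral control wells and 100% = peptide positive control; higher means more block of Keap1 binding to Nrf2 peptide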
C-LANA FP – KSHV C-LANA DNA binding inhibition | MBP-C-LANA/FAM-LBS DNA binding, fluorescence polarization | 340,000 tested, 0.078% active | AID 504423 | inhibition, % at 9 µM;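 active = highest replicate inhibition at or above 60% at 9 µM, even if other replicates fall short; inactive = all replicates below 60% inhibition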;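 also: 0% = neutral control wells and 100% = 4 µM acridine orange control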
Cardiac RTF inh – cardiac RTF calcium desensitization. P19429+P45379. IANBD-labeled cardiac RTF, Ca2+ fluorescence. 340,000 tested, 0.12% active. inhibition, % at 7.15 µM;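 active = inhibition above the mean inhibition of all tested compounds plus 3 SD, cut at about 17% in these data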;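 also: assay run at fixed EC70 calcium of 1.6 mM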
Wnt bcat act – Wnt/beta-catenin pathway activation. Wnt/beta-catenin reporter cell assay, activator, plate reader. activation, % at 9.35 µM. 300,000 tested, 1.2% active. AID 743398; in the data active = activation above about 30%, passing the limit was not always enough;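 also: 0% = neutral control wells and 100% = positive control wells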
Arr AP2 block – human beta-arrestin and AP2 interaction inhibition | inhibition, % at 10 µM | FITC-arrestin peptide / GST-AP2 beads, flow cytometry; AP2 beta2 appendage carries R879A mutation | AID 504490 | 340,000 tested, 0.31% active;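 active = inhibition above a set limit, near 3 SD of compounds lacking own fluorescence, cut at about 54% in these data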;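 also: plate controls were DMSO wells for no effect and 5 µM unlabelled arrestin peptide for full effect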
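System: GST-AP2 R879A glutathione beads | Also added: FITC-arrestin peptide, 50 nM | Times: 12 min plus 1 h, RT | Signal: Bead flow cytometry, FITC channel | Buffer or medium: PBS with 0.05% Tween 20 and 0.1% BSA | Read-out basis: Percent drop in bead-associated FITC signal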
V-ATPase pHluor – regulators of yeast V-ATPase proton transport; S. cerevisiae, pHLuorin cytosolic pH fluorescence; AID 504577; response, % at 10 µM; 350,000 tested, 0.37% active; in the data active = response mostly above about 7.3%, no sharp cut-off; inactive = mostly below about 5.4%; also: actives read high; inactives centre near 0; some compounds called inactive have numbers as strong as hits; reference of the scale not given here
Pemphigus Ab inh – blocks pemphigus antibody binding to human desmoglein-3; 310,000 tested, 0.48% active; DSG3-coupled beads, scFv-anti-DSG3-GFP binding, flow cytometry; stronger effect = lower value; binding (percent of control), % at 10 µM; AID 588358;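 active = binding more than 3 SD below its plate's average and above zero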;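 also: hits lower antibody fragment binding to DSG3; some compounds called inactive have numbers as strong as hits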
MOR-DOR inv ag – mu-delta opioid heterodimer inverse agonism; cell-based MOR-DOR heterodimer luminescence; AID 504357; P35372+P41143; 340,000 tested, 0.21% active; inhibition, % at 9.3 µM; in the data active = inhibition above about 22%, passing the limit was not always enough;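 also: 0% = cells with DMSO and 100% = wells without cells with DMSO; values of inactives mirror those of a sister screen read the other way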
Target sequence (P35372 whole entry, looked up): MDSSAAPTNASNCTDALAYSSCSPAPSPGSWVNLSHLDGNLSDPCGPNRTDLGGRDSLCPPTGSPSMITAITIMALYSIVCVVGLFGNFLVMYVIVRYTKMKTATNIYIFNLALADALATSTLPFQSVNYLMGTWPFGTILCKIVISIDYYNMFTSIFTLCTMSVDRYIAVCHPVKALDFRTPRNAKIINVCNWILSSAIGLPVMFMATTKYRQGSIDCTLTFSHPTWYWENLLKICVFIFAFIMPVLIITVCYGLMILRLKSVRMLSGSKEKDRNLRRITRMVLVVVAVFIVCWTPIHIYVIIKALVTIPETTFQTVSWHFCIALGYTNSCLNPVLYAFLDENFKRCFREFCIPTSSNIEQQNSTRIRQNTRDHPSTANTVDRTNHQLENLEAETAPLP
Target sequence (P41143 whole entry, looked up): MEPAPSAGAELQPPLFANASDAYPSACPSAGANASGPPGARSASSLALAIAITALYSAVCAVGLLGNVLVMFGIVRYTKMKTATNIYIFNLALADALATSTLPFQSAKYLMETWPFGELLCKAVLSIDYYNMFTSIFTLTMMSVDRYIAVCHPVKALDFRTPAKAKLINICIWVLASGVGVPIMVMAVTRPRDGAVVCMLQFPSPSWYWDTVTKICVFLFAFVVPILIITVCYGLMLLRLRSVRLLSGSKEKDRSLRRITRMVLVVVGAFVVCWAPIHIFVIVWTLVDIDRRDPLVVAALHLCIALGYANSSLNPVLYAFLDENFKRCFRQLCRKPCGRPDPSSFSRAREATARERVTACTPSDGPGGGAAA
MOR-DOR ag – agonists of human mu-delta opioid receptor heterodimerization | P35372+P41143 | cells, OPRM1-OPRD1 heterodimerization, luminescence | activation, % at 9.3 µM | 340,000 tested, 0.3% active | AID 504326; in the data active = activation above about 18%;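 also: 0% = vehicle-treated cells and 100% = reference agonist; values of inactives mirror those of a sister screen read the other way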
* hit, by the source's call; nt = no result given.

SMILES	RTF Ca sens act	Keap1-Nrf2 PPI	C-LANA FP	Cardiac RTF inh	Wnt bcat act	Arr AP2 block	V-ATPase pHluor	Pemphigus Ab inh	MOR-DOR inv ag	MOR-DOR ag
CC(SCc1ccccc1)C(=O)Nc1ccc(F)cc1 (centres undefined)	-3	-5	-1.2	2	0	15	-3	120	4	-0.8
COc1cc(OC)c(OC)cc1CN1CCSCC1	3	-3	-0.7	-3	1	-12	-5	111	2	-0.4
Cc1ccc(-c2nc(C=Nc3cccc(C)c3)c(O)o2)cc1	2	-3	5.1	-25	0	-1	-4	98	-1	0.1
COc1cccc(C2=NNC(=NCc3ccccc3)SC2)c1	7	-8	1.2	-4	4	6	1	117	10	-2.0
COc1ccc2oc(=Nc3ccc(C(=O)O)cc3)c(C(=O)NCc3ccco3)cc2c1	2	0	-0.5	-1	0	-10	3	99	9	-1.7
O=C1NC(=O)/C(=C/c2ccccc2Cl)N1	3	112*	-1.4	-6	1	8	-1	93	10	-2.2
COc1ncccc1C(=O)NC1CCCc2c1cnn2-c1ccc(C)c(C)c1 (centres undefined)	-1	1	-2.6	2	-1	6	-2	98	2	-0.4
CCSCc1nnc(SCC(=O)Nc2cc(F)ccc2C)n1C	0	-5	0.3	-4	0	24	-1	112	15	-3.0
Fc1ccc(COc2cccc(-c3n[nH]c(=S)o3)c2)cc1	2	-4	-0.9	5	-1	7	3	83	-16	2.3
COc1cc(NC(=O)CCCl)cc(-n2cnnn2)c1	11	-6	-0.1	-15	-1	1	-2	104	-9	1.7
COc1ccc(S(=O)(=O)Nc2ccccn2)cc1OC	-9	1	-0.2	-4	-3	39	-2	117	11	-1.8
O=C(CC(C(=O)O)c1ccc(F)cc1)c1ccc(Cl)cc1 (centres undefined)	6	-3	-0.9	-5	2	-8	0	96	12	-2.7
CCCCOC(=O)n1c(=O)oc2ccc(S(=O)(=O)N3CCCCC3)cc21	0	-1	0.2	-18	-2	7	2	84	-21	4.1
Cc1cc(C(=O)CN2C(=O)NC(CC(C)C)C2=O)c(C)n1-c1ccccc1F (centres undefined)	3	-4	-0.2	-2	-1	4	2	96	4	-0.8
CC1(C)CC(C)(O)N(Cc2ccccc2)C(=S)N1 (centres undefined)	9	-4	-0.6	-13	-3	1	0	100	5	-1.2
CCc1ccc(NC(=O)CSc2nc3ccccc3c(=O)n2CCCC(=O)NCCCN2CCOCC2)cc1	-5	-7	-1.8	-4	-3	3	-2	nt	8	-1.7
Cc1[nH]c2ccccc2c1C(=O)CSc1nc2cc(S(=O)(=O)N3CCCCC3)ccc2o1	1	1	-2.9	-14	-9	27	-5	93	-18	3.4
CC(CNC(=O)CN1C(=O)NC2(CCCCC2)C1=O)c1ccccc1 (centres undefined)	-2	0	0.0	-7	2	3	2	102	7	-1.8
CN(Cc1ccccc1)S(=O)(=O)c1nnc(NC(=O)c2ccccc2F)s1	0	-1	0.1	-7	0	26	3	107	10	-1.9
Cc1ccc(Oc2nc(CN3CCOCC3)nc3sc4c(c23)CCC(C)C4)cc1 (centres undefined)	4	-5	5.3	-3	-5	-12	-3	111	5	-1.0
CCOC(=O)C1=C(CCc2ccccc2)NC(=O)NC1c1ccc(C#N)cc1 (centres undefined)	-2	0	2.2	-3	-4	17	-2	106	-6	1.0
O=C(O)c1cc(S(=O)(=O)N2CCCCC2)ccc1F	0	-3	1.0	-4	nt	14	1	96	16	-3.0
CCOC(=O)C1CCN(C(=O)COc2ccc(Cl)cc2)CC1	0	-3	-1.5	-33	16	11	3	107	0	-0.1
COc1ccc(NC(=O)COc2ccc3c(c2)CCC3)cc1	-3	-7	0.4	0	0	4	-1	103	-10	2.0
CCc1ccc(C(=O)C[n+]2cccc3cc(OC)ccc32)cc1	-7	1	2.5	-3	-4	-8	-1	104	11	-2.3
CCn1nnnc1NCc1ccc(OCc2c(F)cccc2Cl)c(OC)c1	-1	-4	0.4	1	0	-9	0	103	10	-1.8
COc1ccc(OCCOC(=O)c2ccc(-n3cnnn3)cc2)cc1	5	-3	-1.4	-7	nt	-3	0	103	8	-1.5
CC1CCc2sc(C(=O)NNS(=O)(=O)c3ccc(F)c(F)c3F)cc2C1 (centres undefined)	-6	-4	-1.7	-7	0	42	9	99	-8	1.5
Cc1cc(C)cc(NC(=O)c2oc3ccccc3c2COc2ccccc2)c1	6	0	0.9	-16	1	4	4	102	-7	1.4
COc1ccc(Nc2nc(N)nc(CN3CCC(Cc4ccccc4)CC3)n2)cc1	3	-1	0.1	-8	1	10	-1	114	-2	0.3
NC(=O)Nc1ccc(Cl)cc1	-4	2	-2.6	6	-1	-3	3	104	14	-2.6
Cc1nnc(SCC(=O)Nc2cccc([N+](=O)[O-])c2)n1CC1CCCO1 (centres undefined)	-4	5	0.1	-4	1	10	-2	106	15	-2.8
Cc1ccc(NS(=O)(=O)c2c(C)[nH]c(C)c2C(=O)N2CCCC2)cc1Cl	1	-2	-0.5	-5	-2	5	0	106	8	-1.6
CC(=O)Nc1ccc(NC(=O)C(C)Sc2nnc(C3CC3)n2-c2ccccc2)cc1 (centres undefined)	0	-4	-0.4	9	0	-13	4	104	12	-3.0
Cc1ccc(S(=O)(=O)CCC(=O)OCC(=O)Nc2ccc(N3CCOCC3)cc2)cc1	2	3	1.6	-1	-4	6	-2	113	3	-0.6
Oc1ccc(Cc2ccccc2Cl)c(O)c1	4	2	3.8	-4	0	-13	0	89	-20	3.8
COc1cc(C(=O)NCc2nnc(SCC(=O)N3CCCC3)o2)cc(OC)c1OC	-6	-2	-0.9	5	0	0	0	105	14	-2.8
O=C(NCC1CCCO1)C1CCN(C2CCN(C(=O)CC3CCCC3)CC2)CC1 (centres undefined)	12	-2	0.0	4	0	-3	3	113	3	-0.5
Cc1ccc(/C=N/NC(=S)NC2CCS(=O)(=O)C2)cc1 (centres undefined)	9	-5	-0.4	-44	-5	-4	-3	113	-12	2.0
CCN(CC)CCCOC(=O)C(c1ccccc1)c1ccccc1	1	0	3.0	-4	-1	4	3	98	12	-2.4
COc1ccc(CNC(=O)OCCN2CCN(S(=O)(=O)c3ccc(C)cc3)CCC2=O)cc1	-5	-2	1.2	-10	-3	13	0	106	3	-0.6
CCOC(=O)c1sc2nc(C(C)C)c3c(c2c1N)CC(C)(C)OC3	-6	-2	-0.1	-3	nt	6	0	88	3	-0.6
CC(=O)c1ccc(OC(C)C(=O)OCC(=O)NCCc2ccccc2)cc1 (centres undefined)	1	6	0.6	3	0	4	1	108	12	-2.9
O=C(CNc1ccc(Cl)cc1)NNC(=S)NCc1ccccc1	10	-3	1.6	-21	-2	-8	2	92	-7	1.5
O=C(COc1ccc(Cl)cc1Cl)NC1CCSC1=O (centres undefined)	-2	1	-0.1	-3	nt	7	0	nt	8	-1.9
Cc1ccc2[nH]c(=O)cc(C(=O)OC(C)C)c2c1	3	0	-1.3	-1	0	-7	5	100	-6	1.2
CCCn1nc(C(=O)Nc2nc3ccccc3[nH]2)c2ccccc2c1=O	-5	2	0.7	5	-3	2	-4	101	10	-2.0
COc1ccc([C@@H]2[C@@H]3C(=O)N(C(C)(C)C)C(=O)[C@@H]3[C@]3(Cc4ccccc4)C(=O)N(c4ccc(C(F)(F)F)cc4)C(=O)N23)cc1	-6	-2	-0.3	6	-4	6	1	105	-5	0.9
COc1ccc(OC)c(NC(=O)CSc2ncnc3sc(C)cc23)c1	-5	-6	-0.8	-6	-2	-18	3	97	2	-0.4
S=C1SCN(Cc2cccnc2)CN1Cc1cccnc1	-1	1	-0.2	3	-3	-13	2	nt	18	-3.8

Quoted at random: five entries already listed, in no set order.
SMILES	RTF Ca sens act	Keap1-Nrf2 PPI	C-LANA FP	Cardiac RTF inh	Wnt bcat act	Arr AP2 block	V-ATPase pHluor	Pemphigus Ab inh	MOR-DOR inv ag	MOR-DOR ag
S=C1SCN(Cc2cccnc2)CN1Cc1cccnc1	-1	1	-0.2	3	-3	-13	2	nt	18	-3.8
O=C(CNc1ccc(Cl)cc1)NNC(=S)NCc1ccccc1	10	-3	1.6	-21	-2	-8	2	92	-7	1.5
CC(=O)c1ccc(OC(C)C(=O)OCC(=O)NCCc2ccccc2)cc1 (centres undefined)	1	6	0.6	3	0	4	1	108	12	-2.9
CCCn1nc(C(=O)Nc2nc3ccccc3[nH]2)c2ccccc2c1=O	-5	2	0.7	5	-3	2	-4	101	10	-2.0
Cc1ccc2[nH]c(=O)cc(C(=O)OC(C)C)c2c1	3	0	-1.3	-1	0	-7	5	100	-6	1.2

Next section.
SMILES	RTF Ca sens act	Keap1-Nrf2 PPI	C-LANA FP	Cardiac RTF inh	Wnt bcat act	Arr AP2 block	V-ATPase pHluor	Pemphigus Ab inh	MOR-DOR inv ag	MOR-DOR ag
O=C(O)C1CC=CCC1C(=O)Nc1cccc(Cl)c1 (centres undefined)	0	-4	nt	-3	0	8	-1	nt	14	-3.0
Cc1cccc(NC(=O)CCCN2C(=O)C(c3ccccc3)Oc3cccnc32)c1C (centres undefined)	-4	1	0.3	1	-1	0	-3	100	13	-2.3
O=C(C1CC=CCC1)N1CCC(CO)(Cc2ccc(Cl)cc2)CC1 (centres undefined)	-2	-5	-0.8	0	1	29	4	105	0	0.1
COc1cc(NC2=CC(=O)CC(C)(C)C2)cc(OC)c1	-1	3	-1.4	-4	-2	5	4	81	9	-1.6
CCCCOC(=O)Oc1ccc2c(=O)c(Oc3cccc(C)c3)coc2c1	0	0	0.0	1	2	36	-2	102	-6	1.1
O=C(NC(=S)Nc1ccc(S(=O)(=O)N2CCCC2)cc1)C1CC1	2	-3	1.8	-6	-3	9	4	99	11	-2.1
CSc1nc2ccc3nc(NC(=O)c4ccc(Cl)s4)sc3c2s1	1	-2	0.9	0	-2	18	-4	110	16	-3.2
CCN1C(=O)C(CC(=O)Nc2cc(C)ccc2C)SC1=Nc1ccc(S(N)(=O)=O)cc1 (centres undefined)	6	-1	1.3	-5	nt	5	1	108	10	-1.8
O=[N+]([O-])c1ccc(S(=O)(=O)NCC(c2ccco2)N2CCc3ccccc3C2)cc1 (centres undefined)	-6	4	-7.4	8	17	-12	3	109	-36	5.6
COc1ccc(C)cc1S(=O)(=O)n1cnc(C)c1	3	-4	-1.7	-4	0	12	-4	116	10	-2.0
COc1ccc(S(=O)(=O)N2CCCCCC2)cc1C(=O)Nc1ccc(C)cn1	-18	3	-0.5	-8	4	1	-4	97	1	-0.2
COCCNC(=O)C1CC(c2ccc([N+](=O)[O-])cc2)=NO1 (centres undefined)	4	1	-1.3	-4	-1	-4	3	nt	5	-0.9
O=C(C(NS(=O)(=O)c1cccc2nsnc12)c1ccccc1)N1CCN(c2ccccc2)CC1 (centres undefined)	1	-7	0.4	1	2	-5	-2	103	16	-2.8
CCc1ccccc1NC(=O)c1cc(-c2cccs2)on1	-1	-4	0.6	-23	2	29	-5	101	-30	5.6
COc1ccc(C(=O)Nc2ccc(NC(=O)c3ccco3)c(Cl)c2)cc1OC	5	-3	-0.8	6	nt	-4	0	96	9	-1.5
CCCn1nnnc1SCC(=O)c1ccc(NC(C)=O)cc1	0	0	2.1	-10	-1	-9	1	99	13	-2.3
O=C(O)c1cccc(-c2ccccc2)c1O	7	1	-2.3	-4	-2	21	-9	122	16	-3.0

Screening results from PubChem.
